Screens: PubChem BioAssay, National Center for Advancing Translational Sciences (NCATS)
WRN inhibitor = qHTS for Inhibitors of WRN Helicase | 360,000 tested, 0.46% active | Potency, µM (highest dose often 114 µM), for the others: top-dose activity change, negative = inhibition, hits mostly inhibitors | AID 651768, 2012 | Bifunctional 3'-5' exonuclease/ATP-dependent helicase WRN (Homo sapiens), Q14191 | WRN helicase unwinding, fluorescent forked duplex, kinetic; note: potency is the fitted concentration of half-maximal effect; % is set by controls: 0 for no effect and ±100 for the full control effect; nearly all actives have a fitted effect of over 55% in size
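WRN at 20 nM final preincubated with compound 15 min at room temperature; reaction started with 100 nM fluorophore/quencher forked duplex oligonucleotide and 2 mM ATP final. Unwinding followed kinetically by red fluorescence (ex 525, em 598 nm).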
EPAC1 ag = qHTS for Agonist of cAMP-regulated guanine nucleotide exchange factor 3 (EPAC1): primary screen. Potency, µM (top dose mostly 154 µM), for inactives: at the top dose activation, actives largely listed as activators. EPAC1 agonist qHTS, biochemical assay; response scale: 100% = response to 6.5 mM cAMP. Rap guanine nucleotide exchange factor 3 (Homo sapiens), O95398. 360,000 tested, 0.073% active; note: potency is the fitted concentration of half-maximal effect; nearly all actives have a fitted effect of over 60% in size
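Nucleotide exchange assay: 100 nM EPAC1 with 250 nM Rap1B loaded with BODIPY-GDP and 50 uM GDP, room temperature. Fluorescence (480/540 nm) read every 5 min for 30 min; signal change normalized to 6.5 mM cAMP as full agonist.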
PLK1 PBD block = qHTS for Inhibitors of PLK1-PDB (polo-like kinase 1 - polo-box domain): Primary Screen; Serine/threonine-protein kinase PLK1 (Homo sapiens), P53350; Plk1 PBD binding of FITC phosphopeptide, fluorescence polarization; Potency, µM, for the others: max response, negative = inhibition, hits mostly inhibitors; 360,000 tested, 2.8% active; note: potency is the fitted concentration of half-maximal effect; series mostly up to about 57 µM; % is set by controls: 0 for no effect and ±100 for the full control effect; nearly all actives have a fitted effect of over 65% in size
EPAC1 antag = qHTS for Antagonist of cAMP-regulated guanine nucleotide exchange factor 3 (EPAC1): primary screen | Rap guanine nucleotide exchange factor 3 (Homo sapiens), O95398 | EPAC1 GEF assay, Rap1b-BODIPY-GDP exchange fluorescence | Potency, µM (highest dose often 115 µM), inactives show at the highest dose activity change, negative = inhibition, actives largely listed as inhibitors | 360,000 tested, 0.14% active;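 note: potency is the fitted concentration of half-maximal effect; plate controls were vehicle for no effect and positive control for full effect; nearly all actives have a fitted effect of over 50% in size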
CCT chaperon mod = High-Throughput Screening for Modulators of Cytosolic Chaperonin Activity; purified chaperonin ATPase assay, HTRF ADP detection, 30 min; 360,000 tested, 0.3% active; activity change, % (no concentration beside the values), hits read low; in the data active = activity change below about -30%; note: % is set by controls: 0 for no effect and ±100 for the full control effect
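First, chaperonin was dispensed at 40 nM or 20 nM final depending on batch activity. Next, compounds were pinned at 76 uM and ATP added at 10 uM. After 30 min at 37 °C, ADP detection reagents ran 30 min at ambient temperature.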
PI5P4Ka inh = qHTS for Inhibitors of phosphatidylinositol 5-phosphate 4-kinase (PI5P4K). 330,000 tested, 1.2% active. Phosphatidylinositol 5-phosphate 4-kinase type-2 alpha (Homo sapiens), P48426. max response, %. PI5P4Kalpha enzyme, ADP-Glo luminescence, 60 min; hits give low values. AID 652105, 2013; active = max response of -50% or lower; inconclusive = between -30% and -50%; inactive = -30% or higher; note: value at the top dose of about 77 µM; % is set by controls: 0 for no effect and ±100 for the full control effect
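PI5P4Kalpha ADP-Glo assay; 5 microM ATP final; 60 min RT reaction; HEPES pH 7.4/EGTA/CHAPS, 5% DMSO; controls lacking substrate or enzyme; luminescent end-point.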
MmCpn inh = Inhibitors of TCP-1 ring complex (TRiC) of Methanococcus maripaludis (MmCpn): qHTS; purified Mm-Cpn ATPase, ADP Transcreener TR-FRET; Potency, µM (top dose mostly 76.9 µM), without a hit: at the highest dose activity, negative = inhibition, hits mostly inhibitors; 330,000 tested, 0.031% active; note: potency is the fitted concentration of half-maximal effect; % is set by controls: 0 for no effect and ±100 for the full control effect; nearly all actives have a fitted effect of over 80% in size
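Measured: ADP formation by purified Mm-CPN. Conditions: 25 nM protein, 10 uM ATP, Tris pH 7.4 with Mg2+, K+ and DTT, 37°C for 30 min. Detection: Transcreener HTRF after 30 min at room temperature.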
EPAC2 antag = qHTS for Antagonist of cAMP-regulated guanine nucleotide exchange factor 2 (EPAC2): primary screen; 360,000 tested, 0.18% active; EPAC2 GEF exchange of Rap1B-BODIPY-GDP, fluorescence; Potency, µM (highest dose often 114 µM), inactives show at the highest dose activity, negative = inhibition, actives largely listed as inhibitors; note: potency is the fitted concentration of half-maximal effect; % is set by controls: 0 for no effect and ±100 for the full control effect; nearly all actives have a fitted effect of over 45% in size; many of its hits are not listed in these tables
Target sequence (Q8WZA2 whole entry, looked up): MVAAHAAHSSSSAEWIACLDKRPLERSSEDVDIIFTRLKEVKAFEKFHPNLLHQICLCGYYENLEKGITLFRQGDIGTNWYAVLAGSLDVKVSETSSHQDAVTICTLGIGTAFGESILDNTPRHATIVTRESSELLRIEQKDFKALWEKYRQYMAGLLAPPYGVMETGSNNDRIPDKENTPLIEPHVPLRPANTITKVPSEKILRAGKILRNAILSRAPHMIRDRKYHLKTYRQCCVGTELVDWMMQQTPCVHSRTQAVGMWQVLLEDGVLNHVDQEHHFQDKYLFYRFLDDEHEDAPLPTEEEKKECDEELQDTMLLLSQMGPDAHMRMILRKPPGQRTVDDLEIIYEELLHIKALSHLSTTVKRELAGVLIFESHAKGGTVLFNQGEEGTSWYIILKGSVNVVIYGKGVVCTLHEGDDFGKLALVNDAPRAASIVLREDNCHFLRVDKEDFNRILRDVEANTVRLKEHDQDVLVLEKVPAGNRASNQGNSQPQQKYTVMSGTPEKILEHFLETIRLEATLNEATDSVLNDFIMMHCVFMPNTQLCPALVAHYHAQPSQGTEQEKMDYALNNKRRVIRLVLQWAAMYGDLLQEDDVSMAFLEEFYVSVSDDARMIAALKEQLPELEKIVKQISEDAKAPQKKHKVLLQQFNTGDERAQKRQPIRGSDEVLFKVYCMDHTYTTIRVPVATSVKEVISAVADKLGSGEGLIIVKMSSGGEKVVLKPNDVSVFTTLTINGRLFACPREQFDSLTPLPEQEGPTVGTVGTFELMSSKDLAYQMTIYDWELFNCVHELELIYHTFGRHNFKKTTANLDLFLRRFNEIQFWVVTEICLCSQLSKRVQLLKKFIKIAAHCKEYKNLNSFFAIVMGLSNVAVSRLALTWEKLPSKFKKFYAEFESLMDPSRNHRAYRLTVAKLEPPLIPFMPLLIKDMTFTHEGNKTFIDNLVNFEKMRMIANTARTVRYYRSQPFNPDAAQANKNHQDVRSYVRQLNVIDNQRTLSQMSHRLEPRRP
An asterisk follows results filed as active. Unless noted, calls come from the whole dose curve; as a rule, active = well fitted curve in the direction sought with a large enough effect; inconclusive = small, poorly fitted or top-dose-only effect, or another doubt; inactive = no such curve, though single readings can be large; an effect the other way counts as inactive or inconclusive. The list is partial (hit frequency here may not be typical).

How did CCc1c(C)sc(NC(=O)c2cc(-c3ccco3)on2)c1C#N do in these assays?
WRN inhibitor: -9%; EPAC1 ag: 5%; PLK1 PBD block: 27µM*; EPAC1 antag: -3%; CCT chaperon mod: -2.1; MmCpn inh: -9%; EPAC2 antag: 0%

What do the screens show for `COC(=O)c1c(C)nsc1NC(=O)Oc1ccccc1`?
WRN inhibitor: -7%; EPAC1 ag: 6%; PLK1 PBD block: -18%; EPAC1 antag: -2%; CCT chaperon mod: -0.6; PI5P4Ka inh: 0; MmCpn inh: -2%; EPAC2 antag: 3%

How did CCCNC(=O)C1(C)CCCN(C(=O)c2ccccc2OC(F)(F)F)C1 (stereo not drawn) do in these assays?
WRN inhibitor: 2%; EPAC1 ag: -6%; PLK1 PBD block: 6%; EPAC1 antag: 8%; CCT chaperon mod: -0.5; PI5P4Ka inh: -2; EPAC2 antag: 24%

Results for Cc1nc2ccccc2n1CCOc1ccccc1 ?
WRN inhibitor: -2%; EPAC1 ag: 5%; PLK1 PBD block: -3%; EPAC1 antag: 7%; CCT chaperon mod: 0.1; PI5P4Ka inh: -2; MmCpn inh: -1%; EPAC2 antag: 3%

What do the screens show for `CCOC(=O)C1CCN(S(=O)(=O)c2ccc(Cl)nc2)CC1`?
WRN inhibitor: 4%; EPAC1 ag: 18%; PLK1 PBD block: -4%; EPAC1 antag: -7%; CCT chaperon mod: 0.2; PI5P4Ka inh: 2; MmCpn inh: -3%; EPAC2 antag: 3%

Results for O=C(NCc1ccco1)c1cc(-c2ccccc2)nn1CC1CC(c2cccnc2)=NO1 (stereo not drawn) ?
WRN inhibitor: -6%; EPAC1 ag: -3%; PLK1 PBD block: -11%; EPAC1 antag: -19%; CCT chaperon mod: -1.6; PI5P4Ka inh: -22; EPAC2 antag: 23%

Results for CS(=O)(=O)Nc1ccc2c(c1)[C@@H]1C[C@@H](CC(=O)NCc3cccnc3)O[C@H](CO)[C@@H]1O2 ?
WRN inhibitor: 9%; EPAC1 ag: -8%; PLK1 PBD block: 5%; EPAC1 antag: 13%; CCT chaperon mod: 1.4; PI5P4Ka inh: -8; EPAC2 antag: -1%

What do the screens show for `Cc1oc(-c2ccc(Cl)cc2)nc1CN1CCC(C(=O)NCc2cccnc2)CC1`?
WRN inhibitor: -7%; EPAC1 ag: 4%; PLK1 PBD block: -10%; EPAC1 antag: -1%; CCT chaperon mod: -2.5; PI5P4Ka inh: 0; MmCpn inh: -1%; EPAC2 antag: -4%

How did NC(=O)c1ccccc1OCC(=O)Nc1ccc(Cl)c(Cl)c1 do in these assays?
WRN inhibitor: -5%; EPAC1 ag: 1%; PLK1 PBD block: 2%; EPAC1 antag: 3%; CCT chaperon mod: -1.4; PI5P4Ka inh: -1; MmCpn inh: 1%; EPAC2 antag: 2%

How did Cn1ncc(Cl)c1C(=O)NCc1ccc(Cl)cc1 do in these assays?
WRN inhibitor: 27%; EPAC1 ag: -1%; PLK1 PBD block: -10%; EPAC1 antag: -10%; CCT chaperon mod: -2.0; PI5P4Ka inh: 3; MmCpn inh: 0%; EPAC2 antag: -3%

What do the screens show for `Cc1cc(=O)oc(C)c1C(=O)NCCc1ccc(F)cc1`?
WRN inhibitor: 2%; EPAC1 ag: 15%; PLK1 PBD block: -4%; EPAC1 antag: -9%; CCT chaperon mod: -2.5; PI5P4Ka inh: 0; MmCpn inh: 2%; EPAC2 antag: 1%

Results for Cc1nccn1CCCNC(=O)c1nc(Cn2cc([N+](=O)[O-])cn2)no1 ?
WRN inhibitor: 1%; EPAC1 ag: 6%; PLK1 PBD block: -7%; EPAC1 antag: 0%; CCT chaperon mod: -3.0; PI5P4Ka inh: -5; MmCpn inh: 0%; EPAC2 antag: -2%

Retrieved one by one from above, 3 records:
Results for CS(=O)(=O)Nc1ccc2c(c1)[C@@H]1C[C@@H](CC(=O)NCc3cccnc3)O[C@H](CO)[C@@H]1O2 ?
WRN inhibitor: 9%; EPAC1 ag: -8%; PLK1 PBD block: 5%; EPAC1 antag: 13%; CCT chaperon mod: 1.4; PI5P4Ka inh: -8; EPAC2 antag: -1%

How did CCCNC(=O)C1(C)CCCN(C(=O)c2ccccc2OC(F)(F)F)C1 (stereo not drawn) do in these assays?
WRN inhibitor: 2%; EPAC1 ag: -6%; PLK1 PBD block: 6%; EPAC1 antag: 8%; CCT chaperon mod: -0.5; PI5P4Ka inh: -2; EPAC2 antag: 24%

What do the screens show for `Cc1oc(-c2ccc(Cl)cc2)nc1CN1CCC(C(=O)NCc2cccnc2)CC1`?
WRN inhibitor: -7%; EPAC1 ag: 4%; PLK1 PBD block: -10%; EPAC1 antag: -1%; CCT chaperon mod: -2.5; PI5P4Ka inh: 0; MmCpn inh: -1%; EPAC2 antag: -4%

(next part)
Results for COC(=O)c1sc(N/N=C/c2ccc(C(C)C)cc2)nc1C ?
WRN inhibitor: -18%; EPAC1 ag: -4%; PLK1 PBD block: -1%; EPAC1 antag: -5%; CCT chaperon mod: 1.8; PI5P4Ka inh: 33; MmCpn inh: 0%; EPAC2 antag: -15%

How did Cc1cc(C)cc(OCC(=O)OCC(=O)NC2CCCCCC2)c1 do in these assays?
WRN inhibitor: -1%; EPAC1 ag: -1%; PLK1 PBD block: -7%; EPAC1 antag: -4%; CCT chaperon mod: -2.0; PI5P4Ka inh: 0; MmCpn inh: 2%; EPAC2 antag: -15%

How did CCOc1ccc(/C=C2\SC(=S)N(CCC(=O)N(CCO)c3ccccc3)C2=O)cc1 do in these assays?
WRN inhibitor: -14%; EPAC1 ag: 15%; PLK1 PBD block: 1%; EPAC1 antag: -1%; CCT chaperon mod: 1.1; PI5P4Ka inh: 4; MmCpn inh: inconclusive; EPAC2 antag: -5%

How did CN1CCN(CCCNC(=O)Nc2ccc([N+](=O)[O-])cc2)CC1 do in these assays?
WRN inhibitor: 0%; EPAC1 ag: -5%; PLK1 PBD block: -2%; EPAC1 antag: -1%; CCT chaperon mod: -2.7; PI5P4Ka inh: 11; MmCpn inh: 2%; EPAC2 antag: 5%

Results for O=C(CSc1cn[nH]n1)Nc1cccc(C(=O)O)c1 ?
WRN inhibitor: inconclusive; EPAC1 ag: -12%; PLK1 PBD block: 4.2µM*; EPAC1 antag: 1%; CCT chaperon mod: 1.8; PI5P4Ka inh: -64*; MmCpn inh: 0%; EPAC2 antag: 7%

Results for COc1ccc(N2CC(NS(=O)(=O)c3cccnc3)CC2=O)cc1 (stereo not drawn) ?
WRN inhibitor: 7%; EPAC1 ag: 11%; PLK1 PBD block: -15%; EPAC1 antag: -11%; CCT chaperon mod: -4.3; PI5P4Ka inh: 1; MmCpn inh: 0%; EPAC2 antag: -6%

Results for Cc1ccc(CC2(c3ccccc3)NC(=O)NC2=O)cc1 (stereo not drawn) ?
WRN inhibitor: 5%; EPAC1 ag: -2%; PLK1 PBD block: -5%; EPAC1 antag: -20%; CCT chaperon mod: -2.2; PI5P4Ka inh: 0; EPAC2 antag: 0%

Results for Cc1ccc(CNC(=O)N[C@@H](Cc2ccccc2)C(=O)O)cc1 ?
WRN inhibitor: -24%; EPAC1 ag: -9%; PLK1 PBD block: -10%; EPAC1 antag: 14%; CCT chaperon mod: 0.1; PI5P4Ka inh: -7; MmCpn inh: 1%; EPAC2 antag: 8%

How did CNC(=S)NC1(C)CCS(=O)(=O)C1 (stereo not drawn) do in these assays?
WRN inhibitor: -3%; EPAC1 ag: 10%; PLK1 PBD block: -14%; EPAC1 antag: -17%; CCT chaperon mod: -3.0; PI5P4Ka inh: 3; MmCpn inh: 2%; EPAC2 antag: 0%

How did O=S(=O)(NCc1ccc(C(F)(F)F)cc1)c1ccc(-n2cnnn2)cc1 do in these assays?
WRN inhibitor: 1%; EPAC1 ag: -3%; PLK1 PBD block: -8%; EPAC1 antag: -5%; CCT chaperon mod: -1.3; PI5P4Ka inh: 1; MmCpn inh: -2%; EPAC2 antag: 8%

How did OCC[C@@H]1C[C@@H](O)[C@H](O)[C@@]2(CCCO2)O1 do in these assays?
WRN inhibitor: -11%; EPAC1 ag: -2%; PLK1 PBD block: 1%; EPAC1 antag: 8%; CCT chaperon mod: 0.3; PI5P4Ka inh: 3; EPAC2 antag: -2%

What do the screens show for `Cn1c(=O)c2c(SCC(=O)N3CCCC3)nc(-c3ccccc3)nc2n(C)c1=O`?
WRN inhibitor: -16%; EPAC1 ag: -22%; PLK1 PBD block: -11%; EPAC1 antag: -6%; CCT chaperon mod: -1.3; PI5P4Ka inh: 3; MmCpn inh: -2%; EPAC2 antag: 10%

How did COc1ccc(N(CC(=O)N/N=C/c2ccc(OC)cc2OC)S(=O)(=O)c2ccccc2)cc1 do in these assays?
WRN inhibitor: 15%; EPAC1 ag: 19%; PLK1 PBD block: -10%; EPAC1 antag: -22%; CCT chaperon mod: -1.8; PI5P4Ka inh: 1; MmCpn inh: 2%; EPAC2 antag: 2%

What do the screens show for `COc1cccc(OCc2cc(C(=O)N(Cc3nccn3C)C(C)C)no2)c1`?
WRN inhibitor: -6%; EPAC1 ag: 3%; PLK1 PBD block: -10%; EPAC1 antag: -10%; CCT chaperon mod: -1.5; PI5P4Ka inh: -3; MmCpn inh: -6%; EPAC2 antag: -1%

How did CS(=O)(=O)c1cccc(C(=O)Oc2ccccc2)c1 do in these assays?
WRN inhibitor: -2%; EPAC1 ag: 3%; PLK1 PBD block: -21%; EPAC1 antag: -17%; CCT chaperon mod: -2.0; PI5P4Ka inh: 0; MmCpn inh: 2%; EPAC2 antag: -4%
